# XiGFP reactiv: reactivates the inactive X chromosome in mouse fibroblasts; XiGFP mouse fibroblasts, % GFP-positive cells imaging, 3 d; cells co-treated with 5-aza-dC sensitizer; scaled so ellipticine positive control = 100%; activation, % at 7.58 µM; 360,000 compounds, 0.055% hits;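 active = mean normalized replicate activation at least 10% and every replicate at or above 10%; inconclusive = only one of the two criteria met; inactive = mean below 10% and not all replicates reach 10%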;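 note: 0% = median of on-plate neutral control wells and 100% = ellipticine 6 µM median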
#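 Schedule: 3 d treatment, 15 min room-temperature fixation; system: 68-5-11 XiGFP fibroblast line; buffer or medium: DMEM plus 5-aza-dC sensitizer; control set: ellipticine 6 µM positive control; compound: one concentration, pinned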
# FN deposit inh: fibronectin deposition inhibition. AID 743247. 350,000 compounds, 0.086% hits. AH1F fibroblasts, Alexa488-fibronectin deposition fluorescence, overnight. inhibition, % at 12.6 µM;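 active = mean inhibition across replicates of 30% or more, regardless of how many single replicates reach that level; inconclusive = mean under 30% yet at least half of replicates reach 30%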;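 note: positive control wells lacked labelled fibronectin entirely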
#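 Test system: AH1F fibroblast monolayer depositing Alexa488-labelled fibronectin into matrix. Input: 10000 cells per well. Technique: fluorescence, ex 485 nm, em 525 nm. Buffer or medium: DMEM plus 2% serum, read in PBS. Timing: 1 h cell adhesion before compound, then overnight fibronectin incubation. Compound: single dose, pinned. Read-out basis: inhibition from reduced deposited-fibronectin fluorescence.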
# RAD52 anneal inh: inhibitors of human RAD52 DNA annealing; recombinant RAD52 DNA annealing, FRET fluorescence; inhibition, % at 18.7 µM; 360,000 compounds, 0.46% hits; AID 651710;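 active = every replicate showing at least 50% inhibition; inconclusive = mean inhibition at least 50% but not in every replicate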
# Target sequence (P43351 whole entry, looked up): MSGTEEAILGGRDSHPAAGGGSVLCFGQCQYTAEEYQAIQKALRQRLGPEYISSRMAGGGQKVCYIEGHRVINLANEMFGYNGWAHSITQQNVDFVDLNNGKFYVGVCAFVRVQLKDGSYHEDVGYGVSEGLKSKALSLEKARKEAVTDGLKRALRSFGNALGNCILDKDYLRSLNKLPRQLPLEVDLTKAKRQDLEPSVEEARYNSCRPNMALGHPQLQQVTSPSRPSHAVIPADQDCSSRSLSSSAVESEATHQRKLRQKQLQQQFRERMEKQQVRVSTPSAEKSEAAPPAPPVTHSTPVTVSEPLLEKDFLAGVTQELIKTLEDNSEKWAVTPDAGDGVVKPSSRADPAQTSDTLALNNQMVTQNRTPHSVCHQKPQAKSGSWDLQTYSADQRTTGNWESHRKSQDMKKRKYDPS
# S100A4 inh HTS: blocks human S100A4 binding to myosin IIA peptide; P26447; S100A4/TAMRA-MyoIIA peptide fluorescence polarization; inhibition, % at 10.7 µM; 360,000 compounds, 0.14% hits; AID 652163;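 active = mean inhibition of at least 70% across replicates, with every replicate also reaching that level; inconclusive = mean inhibition reaches 70% but some replicates fall short; inactive = mean inhibition below 70%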
# Target sequence (P26447 whole entry, looked up): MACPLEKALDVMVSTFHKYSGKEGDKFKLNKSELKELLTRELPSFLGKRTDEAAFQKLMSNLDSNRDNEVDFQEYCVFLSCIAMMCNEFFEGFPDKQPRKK
#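 Material: S100A4 monomer protein / Buffer or medium: 50 mM HEPES pH 7.2, 10 mM CaCl2, 100 mM KCl / Times: 5 min incubation before reading / Benchmarks: neutral control DMSO, positive control TFP / Reagent: labelled myosin peptide probe, 5 nM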
# E-selectin induc: E-selectin induction on HUVECs; P16581; HUVEC E-selectin immunofluorescence imaging; normalized: neutral wells 0, TNF-alpha wells 100; activation, % at 7.58 µM; 260,000 compounds, 0.37% hits;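 active = mean E-selectin-positive cell signal at least 10% of the positive control, reached in at least 60% of replicates, without over 20% cell loss; inconclusive = no rule given, readout overlaps actives, possibly toxicity-flagged; inactive = the rest, including those meeting only one limit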;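 note: in these data hits start at about 27%; measured in HUVEC primary endothelial cells; signal is the percent of cells scored E-selectin positive by PE staining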
#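 System: HUVEC / Compound: single concentration / Signal: immunofluorescence imaging / Read-out: percent E-selectin-positive cells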
# esBAF inh: blocks esBAF chromatin remodeling in mouse ES cells. reporter increase, % at 12.5 µM. AID 602393. 350,000 compounds, 2% hits. Bmi1-luciferase knock-in reporter, 24 h; 100% = twice the neutral-well signal; in the data active = activation above about 40%; inconclusive = no clear call, values can overlap the other calls;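 note: 0% = median of the plate's neutral control wells and 100% = double that signal; a rise in the Bmi1 reporter signal indicates esBAF inhibition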
# EWS-Fli block: blocks EWS/Fli oncoprotein-driven transcription. inhibition, % at 12.6 µM. 350,000 compounds, 0.67% hits. A673 NR0B1-luciferase reporter, viability-normalised;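 active = mean inhibition of at least 50% after viability correction, with every replicate also passing that limit; inconclusive = mean reaches 50% but only one of two replicates passes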;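 note: firefly luciferase signal divided by Alamar Blue viability fluorescence both relative to DMSO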
# RAD54 inh: inhibitors of human RAD54 branch migration. RAD54 Holliday junction branch migration, FAM/BHQ fluorescence. inhibition, % at 10.4 µM. 360,000 compounds, 0.14% hits;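 active = mean normalized replicate activity at least 40 and at least half of replicates scoring 40 or more; inconclusive = only one of the two criteria met; inactive = mean below 40 and under half of replicates reaching 40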;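 note: 0% = median of neutral control wells and 100% = median of positive control wells; inhibitors cause a drop in the FAM fluorescence signal; in these data hits start at about 50%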
# Active calls of the source: *; ? = inconclusive; nt = not tested or not shown; & = joins results of further samples.
# Values run as follows: XiGFP reactiv	FN deposit inh	RAD52 anneal inh	S100A4 inh HTS	E-selectin induc	esBAF inh	EWS-Fli block	RAD54 inh
COc1ccc(C#Cc2cnc3c(c2)C(=O)N([C@@H](C)CO)C[C@H](C)[C@H](CN(C)C(=O)c2ccccc2F)O3)cc1
  1.3	11	8	4	0.0	-2	-2	5
CN(C)c1cccc(CNC(=O)c2csc([C@H]3C[C@H](O)[C@@H](CO)O3)n2)c1
  -0.1	-2	-10	-12	0.1	-9	-1	-2
CCOc1ccc(NC(=O)CN(C)C(=O)c2cccc3ccccc23)cc1OCC
  0.0	1	-12	10	-0.5	-3	4	10
Cc1cc(=O)oc2cc3oc(=O)cc(C)c3cc12
  0.0	7	9	-2	nt	-7	4	0
CCN(CC)CCNc1nc2c(c(=O)[nH]c(=O)n2C)n1CCCc1ccccc1
  0.0	3	-8	-2	nt	-1	-4	-3
C[C@@H]1CN([C@@H](C)CO)C(=O)c2cc(C3=CCCC3)cnc2O[C@H]1CN(C)S(=O)(=O)c1cn(C)cn1
  -0.2	14	-5	0	-0.3	-1	-16	-5
COc1ccc(C(=O)n2c(N)nc3ccccc32)cc1OC
  0.2	3	-22	-5	0.3	8	-124	0
COc1ccc(OC)c(-c2nn(-c3ccccc3)cc2C(=O)NCC(c2cccs2)N2CCOCC2)c1 (configuration not stated)
  -0.1	-15	-9	2	0.1	nt	5	nt
Cc1nn(C(C)C(=O)NCCCN2CCCCCC2)c(=O)c2cc3sccc3n12 (configuration not stated)
  0.0	6	0	-12	nt	-6	1	-24
C[C@H]1CN([C@@H](C)CO)C(=O)Cc2cc(NS(=O)(=O)c3cccs3)ccc2O[C@H]1CN(C)C
  0.2	nt	4	-1	-11	3	-4	-1
Cc1ccc(S(=O)(=O)N(C)C[C@H]2OCCCC[C@H](C)Oc3ccc(NC(=O)CCCN(C)C)cc3C(=O)N([C@H](C)CO)C[C@@H]2C)cc1
  0.2	3	7	0	nt	4	-3	-6
CC1(C)Cc2c(c(N3CCOCC3)nc3snc(N)c23)CO1
  nt	-20	-5	-1	nt	nt	nt	7
COCC(=O)N1CC2(C1)[C@H](c1ccccc1)[C@H](CO)N2C(=O)NC1CCCC1
  0.1	-4	-5	-6	0.1	nt	4	nt
Cc1ccc(CCC(=O)Nc2cc(Cl)ccc2Cl)o1
  0.0	-8	-8	3	-0.1	4	-14	4
O=C(N/N=C/c1ccccc1Cl)c1ccncc1
  0.1	0	1	-5	-0.1	-2	-11	-5
CC(=O)N(C)C[C@@H]1[C@@H](c2ccc(-c3ccccc3)cc2)[C@H](CO)N1C(=O)C1CC1
  0.0	-12	-10	11	-0.1	-6	7	0
COc1ccc(S(=O)(=O)Nc2ccc3c(c2)C(=O)N([C@H](C)CO)C[C@H](C)[C@@H](CN(C)Cc2ccncc2)OCCCC[C@@H](C)O3)cc1
  0.1&0.1	-1	-10&1	11&-5	3.3	-5&0	3&-9	-15&0
O=C(Nc1cccnc1)c1ccc(Cl)c(S(=O)(=O)N2CCCCCC2)c1
  nt	-7	-6	1	nt	28	nt	-4
COc1ccc(CCn2c(=N)c(C(=O)NCCN3CCOCC3)cc3c(=O)n4ccccc4nc32)cc1OC
  0.0	-9	41	-11	nt	-1	2	?
Cn1c(=O)c([N+](=O)[O-])c(-n2cnc3ccccc32)c2ccccc21
  0.0	-1	-1	-5	nt	nt	12	-8
O=C(CCOc1ccccc1F)N1CCN(c2ccccc2O)CC1
  0.0	7	-3	-3	-0.8	nt	8	nt
O=C(CNC(=O)N1CC(=O)Nc2ccccc21)Nc1ccccc1F
  0.0	-15	-20	0	0.1	11	nt	4
COCC(=O)N1C[C@H](C)[C@@H](OC)CN(C)C(=O)c2cc(NC(=O)NC(C)C)ccc2OC[C@@H]1C
  0.3	-23	0	47	-0.3	-2	-3	0
C[C@H](CO)N1C[C@H](C)[C@@H](CN(C)C(=O)NC2CCCCC2)Oc2ccc(NC(=O)Nc3ccc(F)cc3)cc2C1=O
  0.0	nt	1	-8	-0.2	4	-4	-3
Cc1ccc(Cn2c(CCNc3nc(-c4ccc(Cl)c([N+](=O)[O-])c4)cs3)nc3cc(Cl)c(Cl)cc32)cc1
  3.6	-14	-16	-18	2.1	9	-8	2
Brc1ccc(COn2ccnc2)cc1
  0.2	-2	-8	-8	nt	nt	2	nt
C/C(=N\OC(=O)C1CC1)C1CC1c1ccc(F)cc1 (configuration not stated)
  0.0	-7	-20	1	-0.5	-1	-4	-2
CC(C)(C)c1csc(NC(=O)c2ccncc2)n1
  0.0	10	-15	-10	nt	nt	-3	nt
COCC#Cc1ccc([C@H]2[C@H](CO)N3CCCCN(Cc4ccncc4)C[C@@H]23)cc1
  0.1	nt	-13	3	0.1	-1	8	-12
COCCCNc1ccn2nc(-c3ccc(Cl)cc3)cc2n1
  0.1	-5	-23	-9	0.2	27	-55	4
CCC(=O)Nc1ccc2c(c1)OC[C@H](C)N(C(=O)CC1CC1)C[C@@H](C)[C@@H](OC)CN(C)C2=O
  0.5	-2	8	3	-0.2	0	-2	-2
COc1cc(C2NC(=O)NC(C)=C2C(=O)OC2CCCC(C)C2)cc(Br)c1O (configuration not stated)
  0.0	1	-12	0	0.1	1	18	16
COc1ccccc1S(=O)(=O)N(C)C[C@H]1OCc2cn(nn2)CCCC(=O)N([C@@H](C)CO)C[C@@H]1C
  -0.1&0.3	7	-8&3	0&-1	0.3	-1&-3	-7&8	2&1
CN(CC(=O)Nc1ccc(F)cc1)C(=O)COc1ccc(C(=O)c2ccccc2)cc1
  0.0	2	-1	2	nt	nt	-3	nt
CCc1cccc(NC(=O)CCc2c(C)nn(-c3ccc(N4CCCCC4)nn3)c2C)c1
  0.3	-4	-1	-4	0.1	-4	-35	0
CC(C)OC(=O)CSc1nnc(CNc2ccc(Cl)cc2)n1C
  0.0	-5	-8	2	nt	1	-5	nt
Cn1cc([C@]2(O)C(=O)Nc3ccccc32)c2ccccc21
  0.1	-8	4	-3	-0.1	nt	16	nt
Cc1ccc2cc(CCNC(=O)c3ccc(S(=O)(=O)N4CCOCC4)cc3)c(=O)[nH]c2c1C
  -0.1	nt	-18	0	-0.8	0	-7	-12
Cc1cc(S(=O)(=O)N2CCCC(N(C)CCc3ccccn3)C2)c(C)cc1Cl (configuration not stated)
  0.2	-19	-11	1	nt	-1	14	-4
Cc1ccccc1CN1CCCOCCS1(=O)=O
  0.1	-10	-3	-2	nt	0	-8	-2
C/C(=N/NC(=O)c1cc2ccccc2cc1O)c1ccco1
  -0.1	1	-12	-10	-0.1	nt	-46	-6
C[C@@H]1CN([C@@H](C)CO)S(=O)(=O)c2ccc(C#Cc3ccccc3F)cc2O[C@@H]1CN(C)C(=O)c1ccc2c(c1)OCO2
  -0.5	nt	-11	-9	-0.1	-6	18	0
Cc1cccc(N(Cc2ccccc2)C(=O)CN2C(=O)NC3(CCCCC3C)C2=O)c1 (configuration not stated)
  0.0	-6	-9	-7	0.7	4	-1	-4
COc1ccc(-c2c(NC(=O)c3ccco3)oc3ccc(Cl)cc3c2=O)cc1
  0.0	4	0	-2	0.3	5	nt	-5
Fc1ccc(Cn2cc(C(=S)N3CCOCC3)c3ccccc32)cc1
  0.1	17	-17	-1	-0.2	-3	-8	nt
COCC(=O)N(C)C[C@@H]1Oc2ncc(-c3ccccc3C)cc2C(=O)N([C@H](C)CO)C[C@H]1C
  -0.6	-3	14	-1	0.1	-4	-11	15
CCOC(=O)[C@H]1[C@H]2COc3ccc(C)cc3[C@@H]2N2C(=O)c3cc(OC)c(OC)cc3NC(=O)[C@@]12C
  0.0	-1	17	5	0.1	2	3	-1
COCC(=O)N1CCC(Oc2ccc(C(=O)NCCc3ncccc3C)cc2)CC1
  0.0	9	-4	-2	1.6	1	5	6
Cc1ccc(NC(=O)N(CCC#N)Cc2ccccc2)cc1
  0.2	4	-8	-15	4.8	nt	-3	nt
CC1(C(=O)Nc2cccc3ncccc23)CCN1C(=O)C1(c2ccccc2)CC1 (configuration not stated)
  -0.1	10	3	-1	-2.1	6	0	-4
O=C(C[C@H]1CC[C@@H]2[C@H](COC[C@H](O)CN2C(=O)c2ccc(F)cc2)O1)Nc1nccs1
  0.1	-10	7	5	1.9	-7	-5	4
Cc1[nH]c2ccccc2c1C(=O)CSc1nccc(=O)[nH]1
  0.0	-1	-16	9	-0.3	nt	11	nt
COc1ccc(C(=O)Oc2cc3c4c(c2)C(C)=CC(C)(C)N4C(=O)C3=O)cc1OC
  0.1	4	nt	nt	0.0	-4	nt	nt
Cc1c(Cl)cccc1NC(=O)CNC(=O)c1ccco1
  0.0	-1	0	13	nt	3	7	0
C[C@H]1CCCCO[C@H](CN(C)Cc2ccccc2)[C@@H](C)CN([C@@H](C)CO)C(=O)c2cc(NC(=O)Nc3ccc(F)cc3)ccc2O1
  0.0	nt	49	1	0.1	-1	2	3
Cc1ccc(-c2csc(N(CCO)CCCn3c(C(F)(F)F)nc4cc(C(F)(F)F)ccc43)n2)cc1
  0.2	-5	-95	-26	nt	20	1	8
COc1ccc(CC(=O)N/N=C(\C)CC(=O)Nc2cccc(F)c2)cc1
  0.2	-3	-13	-4	0.2	-1	6	-3
CCCCCN(C(=O)CCC(=O)OCc1ccc(C(C)C)cc1)c1c(N)n(CCCC)c(=O)[nH]c1=O
  0.0	-6	-6	3	2.5	nt	15	nt
C/C(CC(=O)Nc1ccc2c(c1)OCCO2)=N\NC(=O)c1ccccc1F
  0.1	17	11	0	nt	-5	-13	-1
COc1cccc(C(C)(O)c2nc(-c3cnn(C)c3)cs2)c1 (configuration not stated)
  -0.1	-4	-16	-4	0.3	-2	-3	-2

# Going on with the list.
# Values run as follows: XiGFP reactiv	FN deposit inh	RAD52 anneal inh	S100A4 inh HTS	E-selectin induc	esBAF inh	EWS-Fli block	RAD54 inh
O=C(NCC1CCCN(C(=O)NCc2ccccc2)C1)c1ccc2c(c1)OCO2 (configuration not stated)
  0.1	9	0	1	0.4	nt	-21	nt
Cc1nn(C)cc1CNC(=O)C1CCC(=O)N(CC2CCCCC2)C1 (configuration not stated)
  0.0	5	-2	-4	-4.4	nt	2	9
O=C(NCCc1ccccc1Cl)C1CCC(=O)N(CCCc2ccccc2)C1 (configuration not stated)
  -0.1	2	-11	1	-0.2	-8	nt	11
CC(=O)N1CCCCN2[C@H](CO)[C@@H](c3ccc(-c4ccc(F)cc4)cc3)[C@@H]2C1
  0.2	nt	-14	nt	0.3	nt	-12	3

# Screening data deposited in PubChem BioAssay by Broad Institute.
